# Screens: PubChem BioAssay, National Center for Advancing Translational Sciences (NCATS)
# ASM inhibitor – Inhibitors of Secretory Acid Sphingomyelinase (S-ASM): qHTS | Potency, µM (doses to about 57.5 µM), for the others: at the highest dose activity change, negative = inhibition, usual class: inhibitors | 340,000 tested, 0.006% active | AID 504937, 2011 | placental ASM, HMU-PC fluorogenic substrate, 60 min; note: potency is the fitted concentration of half-maximal effect
#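 Fluorogenic HMU-PC substrate (9 uM final) is turned over by placental ASM in 60 min at 37 C after a 10 min compound preincubation. Reaction ended by alkaline stop (pH 10), with fluorescence read at 386/447 nm.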
# USP2a block – qHTS Assay for Inhibitors of Ubiquitin-specific Protease USP2a Using CHOP2 as the Reporter; Ubiquitin carboxyl-terminal hydrolase 2 (Homo sapiens), O75604; USP2 core, Ub-CHOP2 coupled fluorogenic reporter, 485/531; Potency, µM (top dose mostly 38.3 µM), inactives show at the top dose activity change, negative = inhibition, actives largely listed as inhibitors; 330,000 tested, 0.01% active; AID 463254, 2010;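 note: potency is the fitted concentration of half-maximal effect; plate controls were DMSO wells for no effect and full inhibition by NEM control for full effect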
#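 Deubiquitinase activity read as fluorescence (485/531 nm) after Ub-CHOP2 cleavage activates the enterokinase reporter on its substrate; USP2 core 10nM, Ub-CHOP2 and substrate 25nM each, 30min compound preincubation then 60min RT; data normalized to NEM, curves fitted.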
# GALK inh – qHTS Assay for Inhibitors of Human Galactokinase (GALK) | P51570 | Purified GALK, Kinase-Glo residual ATP luminescence | Potency, µM (series often up to 57.5 µM), for inactives: at the top dose activity change, negative = inhibition, actives largely listed as inhibitors | 270,000 tested, 0.007% active | AID 1868, 2009; note: potency is the fitted concentration of half-maximal effect; % is set by controls: 0 for no effect and ±100 for the full control effect
#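 5 nM enzyme, 35 uM ATP, 100 uM galactose, 20 mM HEPES pH8.0, 5 mM MgCl2; 1 h RT; residual ATP by Kinase-Glo Plus luminescence, qHTS format.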
# KCNH2 WT inh – qHTS for Inhibitors of KCHN2 3.1: Wildtype qHTS; AID 720551, 2013; activity change, % at 1.84 µM; 340,000 tested, 0.37% active; U2OS, BacMam KCNH2, thallium flux FluxOr; active compounds read low;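 active = maximum activity change below -70%; inconclusive = maximum activity change between -70% and -50%; inactive = maximum activity change above -50%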; note: % is set by controls: 0 for no effect and ±100 for the full control effect
#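 U2OS cells transduced with wild-type KCNH2 virus are loaded with FluxOr dye for 45 min, and thallium flux is measured in kinetic reads before and after stimulation buffer. Rate constants are normalized to DMSO controls.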
# PKM2 activator – qHTS Assay for Activators of Human Muscle isoform 2 Pyruvate Kinase. purified PKM2, Kinase-Glo ATP luminescence, activation; response scale: 0% is enzyme alone, no compound. Pyruvate kinase PKM (Homo sapiens), P14618. 260,000 tested, 0.34% active. Potency, µM (highest dose often 57.5 µM), for inactives: at the top dose activation, hits mostly activators; note: potency is the fitted concentration of half-maximal effect; % is set by controls: 0 for no effect and ±100 for the full control effect; nearly all actives have a fitted effect of over 55% in size
# Target sequence (P14618 whole entry, looked up, canonical isoform): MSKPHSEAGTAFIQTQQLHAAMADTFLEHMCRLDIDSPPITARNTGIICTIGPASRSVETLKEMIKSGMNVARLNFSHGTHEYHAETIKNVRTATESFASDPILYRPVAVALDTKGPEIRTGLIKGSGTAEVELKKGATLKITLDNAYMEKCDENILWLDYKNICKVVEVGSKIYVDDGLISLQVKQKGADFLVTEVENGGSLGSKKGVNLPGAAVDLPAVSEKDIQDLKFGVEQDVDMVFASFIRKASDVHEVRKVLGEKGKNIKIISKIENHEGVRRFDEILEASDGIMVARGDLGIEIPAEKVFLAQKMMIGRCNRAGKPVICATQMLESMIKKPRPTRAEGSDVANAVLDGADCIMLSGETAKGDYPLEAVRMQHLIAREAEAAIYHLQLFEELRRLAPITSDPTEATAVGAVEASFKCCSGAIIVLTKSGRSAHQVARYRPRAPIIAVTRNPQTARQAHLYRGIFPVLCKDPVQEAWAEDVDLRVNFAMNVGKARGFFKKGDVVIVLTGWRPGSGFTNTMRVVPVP
#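 Purified hPK-M2 (>95% pure) converted ADP (0.1 mM final) to ATP with 0.5 mM PEP in 50 mM imidazole pH7.2, KCl, MgCl2, Tween 20, BSA; 1 h at room temperature. ATP detected by Kinase-Glo luminescence.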
# Menin MLL FP TR – qHTS Assay for Inhibitors Targeting the Menin-MLL Interaction in MLL Related Leukemias: Competition With Texas Red Labeled MLL-derived Mutant Peptide; O00255; Menin + Texas Red MLL mutant peptide, fluorescence polarization; Potency, µM (series often up to 61.6 µM), for inactives: top-dose FP activity change, negative = inhibition, usual class: inhibitors; 270,000 tested, 0.23% active; AID 1768, 2009; active = well fitted inhibition curve with a large enough effect in the polarisation, with a control signal flat, not every such curve was filed as active; inconclusive = small, poorly fitted or top-dose-only effect, or effect the other way, or a change in a side signal; inactive = no such curve, though single readings can be large or run the other way; the % refers to the polarisation; note: potency is the fitted concentration of half-maximal effect; % of control where 0% means no effect; many of its hits are not listed in these tables
# MBNL1 CUG block – qHTS Assay for Inhibitors of MBNL1-poly(CUG) RNA binding; TR-FRET MBNL1-His/biotin-(CUG)12 binding, 665/545 ratio; Potency, µM (top dose mostly 57.5 µM), without a hit: top-dose activity change, negative = inhibition, usual class: inhibitors; AID 2675, 2010; 280,000 tested, 0.036% active; Muscleblind-like protein 1 (Homo sapiens), Q9NR56; active = well fitted inhibition curve with a large enough effect in the signal ratio, with a control signal flat, not every such curve was filed as active; inconclusive = small, poorly fitted or top-dose-only effect, or effect the other way, or a change in a side signal; inactive = no such curve, though single readings can be large or run the other way; the % refers to the signal ratio; note: potency is the fitted concentration of half-maximal effect; % is set by controls: 0 for no effect and ±100 for the full control effect
# Target sequence (Q9NR56 whole entry, looked up): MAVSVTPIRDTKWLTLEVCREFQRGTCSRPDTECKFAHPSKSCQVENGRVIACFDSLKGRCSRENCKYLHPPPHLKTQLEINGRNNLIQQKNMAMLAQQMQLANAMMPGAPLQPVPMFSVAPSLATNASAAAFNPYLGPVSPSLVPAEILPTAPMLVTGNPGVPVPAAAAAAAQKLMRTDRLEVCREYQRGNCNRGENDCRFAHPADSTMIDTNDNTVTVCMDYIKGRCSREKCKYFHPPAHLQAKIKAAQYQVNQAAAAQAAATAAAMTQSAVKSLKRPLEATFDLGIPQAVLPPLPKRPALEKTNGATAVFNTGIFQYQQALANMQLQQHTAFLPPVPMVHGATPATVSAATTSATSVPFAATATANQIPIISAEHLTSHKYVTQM
#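 Inhibition of protein-RNA binding appears as loss of TR-FRET between terbium anti-His antibody on MBNL1-His and streptavidin-XL665 on biotin-(CUG)12. Activity is normalized to buffer-only and uninhibited-complex controls.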
# Chronic BCR inh – qHTS Assay to Find Inhibitors of Chronic Active B-Cell Receptor Signaling; ABC-DLBCL IkBa-CBG/CBR reporter, luminescence ratio, 4 h; Potency, µM (doses to about 46.1 µM), without a hit: top-dose ratio change, negative = lower green/red ratio, hits mostly inhibitors; 340,000 tested, 0.05% active; AID 493014, 2011; active = well fitted inhibition curve with a large enough effect in the signal ratio, with a control signal flat, not every such curve was filed as active; inconclusive = small, poorly fitted or top-dose-only effect, or effect the other way, or a change in a side signal; the % refers to the signal ratio;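 note: potency is the fitted concentration of half-maximal effect; plate controls were basal doxycycline-induced cells for no effect and cells given 10 µM MG132 for full effect; MG132 reads +100%, hits lower the ratio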
#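 Cell line TMD8 (human ABC DLBCL), stably expressing tet-inducible CBG68-IkBa fusion and CBR; IMDM/0.5% FBS; cpd up to 46 uM; dox induction, 4 h, 37C/5% CO2; dual luminescence; green/red ratio; MG132 control.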
# Mito fusion yeast – qHTS Assay for Small Molecule Inhibitors of Mitochondrial Division or Activators of Mitochondrial Fusion; S. cerevisiae fusion-defective mutant growth rescue, CellTiterGlo 48 h; Potency, µM (series often up to 46.1 µM), inactives show at the top dose growth rescue (activation), actives largely listed as activators; 320,000 tested, 0.23% active; AID 485298, 2010;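 note: potency is the fitted concentration of half-maximal effect; % of control where 0% means no effect; nearly all actives have a fitted effect of over 45% in size; temperature-sensitive fusion mutants such as fzo1-1 at 37 °C on non-fermentable ethanol glycerol medium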
#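 Temperature-sensitive fusion-defective S. cerevisiae (e.g. fzo1-1, mgm1-5) were grown with compound in YPEG medium (3% ethanol, 3% glycerol) for 48 hours at 37C. Growth rescue was measured as viability by CellTiterGlo luminescence after 10 minutes at ambient.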
# TSHR antagonist – Antagonists of the Thyroid Stimulating Hormone Receptor: HTS campaign | TSHR-expressing cells, TSH-stimulated cAMP HTRF, 2 h; active compounds read low | Thyrotropin receptor (Homo sapiens), P16473 | 330,000 tested, 0.2% active | activity change, negative = inhibition, % at 11.5 µM | AID 504810, 2011;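 active = activity change below a set negative limit, meaning inhibition stronger than a set level, cut at about -70% in these data; inconclusive = activity change between two set negative limits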; note: % is set by controls: 0 for no effect and ±100 for the full control effect
#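 Competitive HTRF cAMP read-out (cryptate anti-cAMP antibody, cAMP-d2; 30 min, room temperature) in freshly harvested TSHR cells. Compounds added before TSH at EC80 (4nM final), followed by 2 hours' incubation at 37 deg C.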
# Eya2 inh – qHTS Assay for Inhibitors of the Phosphatase Activity of Eya2; recombinant Eya2, OMFP fluorescence dephosphorylation (OMFP is methylfluorescein phosphate); AID 488837, 2010; 330,000 tested, 0.006% active; Potency, µM (titrated, usually from 76.9 µM), for the others: at the highest dose activity, negative = inhibition, hits mostly inhibitors; Protein phosphatase EYA2 (Homo sapiens), O00167; note: potency is the fitted concentration of half-maximal effect; % is set by controls: 0 for no effect and ±100 for the full control effect
#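 Eya2 protein (added as 0.2 uM solution) was preincubated with compound for 10 min at ambient temperature in 50 mM HEPES pH 7.5, 50 mM NaCl, 5 uM MgCl2, 0.05% BSA, 1 mM DTT. OMFP (added at 50 uM) then reacted 10 min; fluorescence read at 485/525 nm.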
# * hit, by the source's call; ? = inconclusive; nt = no result given; [ ] = dose if it differs, or a comment. Unless noted, calls come from the whole dose curve; as a rule, active = well fitted curve in the direction sought with a large enough effect; inconclusive = small, poorly fitted or top-dose-only effect, or another doubt; inactive = no such curve, though single readings can be large; an effect the other way counts as inactive or inconclusive. An excerpt, so the mix of outcomes need not match the whole.
SMILES,ASM inhibitor,USP2a block,GALK inh,KCNH2 WT inh,PKM2 activator,Menin MLL FP TR,MBNL1 CUG block,Chronic BCR inh,Mito fusion yeast,TSHR antagonist,Eya2 inh
CCOC(=O)C(C(=O)OCC)C1N=C(N)N=C2Oc3ccccc3N21 (stereo not drawn),48.1%[activator],-0.8%,-4.8%,8.5,-2.6%,-9.2%,-0.8%,?,3.4%,-7.7,7.8%
C/C(=N\NC(=O)C12CCC(C)(C(=O)O1)C2(C)C)c1ccccc1O (stereo not drawn),6.2%,2.7%,0.5%,1.8,-0.6%,nt,-8.7%,1.9%,-4.4%,-38.2,-1.2%
CC(C)(C)NC(=O)[C@]1(C)CCC[C@@]2(C)C3CC[C@@]4(C)C[C@]3(CCC21)CC4=O (stereo partly drawn),-1.2%,-9.1%,nt,-0.9,nt,nt,nt,-2.1%,24.3%,-13.8,-5.5%
COc1ccc(NCc2nnc(SCC(=O)Nc3ccc(OC)cc3)n2C)cc1,-0.8%,-1.2%,-1.0%,-1.3,-1.0%,-13.5%,0.3%,0.6%,-10.0%,-6.4,11.9%
CCOC(=O)c1c(NC(=O)/C=C/c2ccc3c(c2)OCO3)sc(C)c1C,nt,10.0%,-0.2%,nt,2.3%,-26.6%,7.0%,-3.1%,-4.6%,1.6,-11.4%
CCOc1ccccc1C(=O)NC(C(=O)Nc1ccccc1N1CCOCC1)C(C)C (stereo not drawn),2.1%,-1.1%,-5.0%,3.7,5.7%,-15.7%,7.2%,?,6.7%,-1.2,-19.8%
CC(=O)Nc1ccc(S(=O)(=O)NCCSCc2ccccc2Cl)cc1,-3.2%,4.5%,0.7%,-24.3,15.6%,3.7%,nt,-4.0%,-0.3%,3.7,-8.2%
Clc1ccc(-c2nnc(N3CCOCC3)o2)cc1,-1.1%,-0.5%,5.2%,-2.4,0.4%,nt,-1.6%,15.8%,1.8%,-1.5,10.2%
Cc1cc(C(=O)NCC2CCCO2)sc1C (stereo not drawn),7.7%,0.2%,nt,-2.0,nt,nt,nt,8.9%,0.1%,0.0,9.4%
CCOC(=O)COc1cccc2c(=O)n(CC(=O)N3CCN(C(=O)OCC)CC3)ccc12,7.9%,-9.1%,-0.9%,-5.4,-5.4%,7.4%,9.6%,-0.1%,-3.2%,22.6,-7.0%
COc1cccc(NC(=O)C2CC2)c1,1.8%,-0.2%,nt,13.6,nt,nt,nt,0.1%,16.4%,13.6,-5.6%
O=[N+]([O-])c1cc([N+](=O)[O-])c(Oc2ccc(Cl)c3cccnc23)cc1NN1CCCCC1,-11.4%,-2.5%,nt,2.6,-2.9%,-0.4%,?,16.3%,3.9%,0.2,-2.0%
Cc1cc(=O)oc2c1ccc1ccccc12,42.5%[activator],5.1%,-1.4%,-12.3,nt,1.2%,25.1%,7.7%,-8.2%,8.7,9.0%
CC(NC(=S)Nc1ccc(S(=O)(=O)N2CCOCC2)cc1)C1CC2CCC1C2 (stereo not drawn),-7.2%,-3.3%,-1.9%,-1.8,3.9%,?,15.2%,?,-1.8%,-20.9,-0.8%
COc1ccc(S(=O)(=O)N2CCCCCC2)cc1N(C)S(=O)(=O)c1ccccc1,3.9%,3.7%,0.4%,13.2,8.0%,-4.2%,2.3%,13.6%,13.6%,-7.6,-6.0%
O=c1c(C/C=C/c2ccccc2)c(O)nc2n1CCCS2,8.3%,0.6%,4.5%,2.6,-2.2%,6.0%,3.3%,0.8%,6.8%,8.7,4.2%
CC(=O)Oc1ccccc1N(C(C)=O)S(=O)(=O)c1ccc(C)cc1,7.5%,0.5%,-2.8%,-0.2,-3.8%,3.1%,9.8%,-7.4%,-29.4%,0.8,-16.4%
O=C(Nc1cccc(-n2cccn2)c1)C1CCCN(Cc2cc3ccccc3[nH]2)C1 (stereo not drawn),5.1%,-0.4%,nt,12.4,4.5%,6.0%,3.8%,?,-6.3%,-4.6,-9.1%
Cn1cnnc1SCC(=O)N1N=C2/C(=C/c3ccco3)CCCC2C1c1ccco1 (stereo not drawn),-1.5%,0.8%,-3.0%,-11.8,28.2µM*,?,7.2%,13.0%,2.6%,43.2,18.2%
O=C(N/N=C/c1ccc2c(c1)OCO2)c1sc2cccc(Cl)c2c1Cl,20.8%,1.2%,-4.1%,-5.0,0.6%,?,0.9%,-24.6%,-8.8%,-5.0,11.6%
O=C(CCn1cnnn1)N1CCCC(Nc2ccc(F)c(F)c2)C1 (stereo not drawn),-0.2%,0.2%,-6.8%,-4.0,-1.8%,nt,0.9%,0.3%,-0.4%,7.0,-7.4%
Cc1ccc(S(=O)(=O)N2CCN(C(=O)CCC(=O)NCCc3ccc(F)cc3)CC2)cc1,1.7%,4.1%,14.2%,2.5,-1.2%,-14.4%,-3.7%,1.2%,0.0%,-4.2,7.6%
CCC(=O)N1CCc2cc(OC)c(OC)cc2C1COc1ccc(F)cc1 (stereo not drawn),7.3%,-0.2%,nt,0.4,nt,?,0.7%,-12.5%,9.2%,-5.1,-0.6%
COc1ccc2[nH]c3c(=O)n(CCCCC(=O)N4CCC(C(N)=O)CC4)c(=S)[nH]c3c2c1,6.7%,3.0%,0.8%,-29.1,-16.1%,-8.6%,3.9%,?,-1.6%,4.3,-0.3%
O=C(CCc1nc2ccccc2s1)Nc1ccccc1,5.2%,2.3%,0.0%,4.7,-2.4%,13.7%,-8.8%,?,1.7%,-6.7,-26.6%
CN(Cc1ccc(Cl)cc1Cl)C(=O)c1cccc(S(=O)(=O)N2CCN(c3ccccc3)CC2)c1,-0.4%,-4.5%,nt,-4.5,nt,nt,nt,7.2%,12.3%,-9.4,18.5%
CCC(=O)c1ccc(OC(=O)Cc2ccc(OC)cc2)cc1,-2.3%,-0.7%,-1.7%,-12.3,1.0%[11.5 µM],4.1%,-2.6%,7.5%,1.5%,2.6,-0.7%
CSc1ncc(Cl)c(C(=O)Nc2ccc(S(=O)(=O)N3CCOCC3)cc2)n1,2.8%,-1.7%,0.1%,-1.9,5.7%,10.4%,?,-1.3%,3.2%,-6.0,-24.6%
Fc1ccccc1-c1nc(-c2ccc(Br)o2)no1,-3.6%,1.1%,-2.8%,9.8,nt,31.4%[activator],-8.2%,?,6.8%,2.8,9.6%
COc1ccc(/C=C2\SC(=N)N(c3nccs3)C2=O)cc1OC,-4.9%,0.4%,-2.6%,-2.0,-1.6%,34.5%[activator],27.6%,?,13.7%,-11.1,8.3%
Cc1onc(-c2ccccc2)c1C(=O)OCC(=O)N(CC(C)C)c1c(N)n(Cc2ccccc2)c(=O)[nH]c1=O,-2.9%,-0.6%,nt,-22.4,nt,nt,nt,-4.1%,-2.1%,-7.8,-16.8%
COc1ccc(N=Nc2nc3ccc(Br)cc3n2C)cc1,-16.7%,?,-0.6%,-4.0,1.5%,?,?,-6.5%,-4.8%,62.9,?
Cc1cc(NN)nc(NS(=O)(=O)c2ccccc2Cl)n1,3.1%,2.8%,12.3%,-2.5,17.4%,-29.0%,-16.2%,7.9%,-4.1%,-9.8,4.7%
CC(C)OC(=O)c1cccc(C(=O)OCc2ccco2)n1,3.3%,2.4%,0.2%,-8.2,6.2%,-12.2%,-3.3%,?,-4.3%,14.5,-1.7%
